Pf growth 48h – P. falciparum growth inhibition at 48 hours (one generation). P. falciparum luciferase growth in erythrocytes, 48 h. Potency, µM (doses to about 28.7 µM), without a hit: top-dose activity change, negative = inhibition, most hits filed as inhibitors. 310,000 compounds, 5.9% hits. AID 504832; further: potency means the concentration at half of the fitted maximal effect; on the % scale 0 is the no-effect control and ±100 the full control effect
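Parasite viability was followed by luminescence of a genomically integrated firefly luciferase. Cultures held 0.1% parasitemia at 2% hematocrit (final), incubated under 5% CO2 at 37 C.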
LmPK inhibitor – inhibitors of Leishmania mexicana pyruvate kinase; 290,000 compounds, 0.37% hits; AID 1721; Q27686; Potency, µM (doses to about 57.5 µM), for inactives: at the highest dose activity change, negative = inhibition, most hits filed as inhibitors; purified LmPK, Kinase-Glo ATP luminescence, 1 h; further: potency means the concentration at half of the fitted maximal effect; on the % scale 0 is the no-effect control and ±100 the full control effect
Target sequence (Q27686 whole entry, looked up): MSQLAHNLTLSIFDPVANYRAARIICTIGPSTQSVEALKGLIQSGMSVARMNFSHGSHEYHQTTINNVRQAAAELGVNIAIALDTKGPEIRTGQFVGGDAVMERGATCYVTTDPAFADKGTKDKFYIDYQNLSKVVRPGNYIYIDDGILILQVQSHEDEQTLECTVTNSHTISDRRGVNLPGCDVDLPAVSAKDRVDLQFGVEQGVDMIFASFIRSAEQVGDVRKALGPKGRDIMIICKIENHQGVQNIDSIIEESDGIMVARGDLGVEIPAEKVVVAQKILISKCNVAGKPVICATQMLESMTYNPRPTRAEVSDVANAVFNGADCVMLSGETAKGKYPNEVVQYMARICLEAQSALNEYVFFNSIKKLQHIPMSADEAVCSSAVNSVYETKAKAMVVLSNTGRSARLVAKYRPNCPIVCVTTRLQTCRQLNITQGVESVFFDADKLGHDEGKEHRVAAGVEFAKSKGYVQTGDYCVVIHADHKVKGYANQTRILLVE
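Kinase-Glo luminescence read after 1 h RT reaction of 0.1 nM LmPK with 0.5 mM PEP and 0.1 mM ADP. Activity scaled between uninhibited and enzyme-free controls.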
Tb PYK inh – inhibitors of Trypanosoma brucei pyruvate kinase; Q57TT1; TbPYK enzyme, Kinase-Glo Plus ATP luminescence, 45 min; Potency, µM (titrated, usually from 76.8 µM), without a hit: top-dose activity, negative = inhibition, hits mostly inhibitors; 410,000 compounds, 0.12% hits; further: potency means the concentration at half of the fitted maximal effect; on the % scale 0 is the no-effect control and ±100 the full control effect; nearly all actives have a fitted effect of over 50% in size
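Screened from lowest to highest concentration, compounds were pinned into TbPYK/substrate mixtures, and ADP (130 uM final) was added. Plates sat at room temperature for 45 min prior to Kinase-Glo Plus detection by luminescence.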
Shiga inhibitor – inhibitors of Shiga toxin in Vero cells; Vero cells, Shiga toxin protein synthesis inhibition reporter; inhibition, % at 38.7 µM; 290,000 compounds, 9.2% hits; AID 2315; in the data active means inhibition mostly above about 28%, no sharp cut-off; inactive means mostly below about 43%; further: 0% is about no effect
Pf growth 96h – inhibits malaria parasite growth, 96 h; P. falciparum luciferase reporter growth, 96 h; Potency, µM (doses to about 28.7 µM), inactives show at the top dose activity change, negative = inhibition, most hits filed as inhibitors; 320,000 compounds, 6.9% hits; further: potency means the concentration at half of the fitted maximal effect; on the % scale 0 is the no-effect control and ±100 the full control effect
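Delayed-death screen, second-generation endpoint: infected erythrocytes, 2% hematocrit, 0.05% parasitemia final; 96 hours at 37 C, 5% CO2; luciferase detection reagent; luminescence decrease equals reduced growth.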
AMA1 RON2 block – AMA1-RON2 (P. falciparum) interaction inhibition. Potency, µM (doses to about 58.2 µM), without a hit: top-dose activity change, negative = inhibition, actives largely listed as inhibitors. AlphaScreen AMA1-biotinylated RON2 peptide binding. 360,000 compounds, 0.2% hits;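 further: potency means the concentration at half of the fitted maximal effect; 0% = vehicle wells and -100% = peptide control; nearly all actives have a fitted effect of over 45% in size; some results filed as inactive show a strong effect at the top dose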
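AMA1 (3D7) with his tag at 25 nM final met compounds first, then biotinylated RON2 peptide at 25 nM; detection used donor plus acceptor beads, 10 µg/mL apiece, read by AlphaScreen after 30 min at room temperature.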
Cycloheximide cs – counter-screen for Shiga toxin inhibitors: cycloheximide protein synthesis inhibition; cell reporter, cycloheximide protein synthesis inhibition counterscreen; max response, %; 300,000 compounds, 12% hits; AID 2314; in the data active means max response mostly above about 13%, no sharp cut-off; inactive means mostly below about 14%; further: read at 38.3 µM for the half of the compounds with a filed dose; 0% is about no effect
The depositor's hits bear a star; ? = inconclusive; / = not tested or not shown; & = joins results of further samples; [ ] = remark or other dose. Unless noted, the call rests on the fitted dose curve; in most records, active means well fitted curve in the direction sought with a large enough effect; inconclusive means small, poorly fitted or top-dose-only effect, or another doubt; inactive means no such curve, though single readings can be large; an effect the other way counts as inactive or inconclusive.

SMILES	Pf growth 48h	LmPK inhibitor	Tb PYK inh	Shiga inhibitor	Pf growth 96h	AMA1 RON2 block	Cycloheximide cs
O=C(Nc1ccnn1C1CCN(C(=O)c2cnsn2)CC1)c1cccc(F)c1	-5%	2%	-6%	16	?	-3%	18*
CC(C)c1ccc(NC(=O)CSc2nc3ccccc3nc2N2CCCC2)cc1	?	-3%	-2%	16*	-1%	33%[activator]	11
Cn1c(Cc2csc(N)n2)nnc1SCC(=O)NC1CCCCC1	-2%	-2%	-7%	-11	/	11%	11
COc1ccccc1CCC(=O)NNC(=O)c1ccc(Br)cc1	12%	-1%	-5%	7	29%	43%[activator]	12
CCOC(=O)c1ccc(NC(=O)COc2ccc(CNCCO)cc2OCC)cc1	?	1%	-4%	-14	?	23%	2
CCCONC(=O)Nc1ccccc1[N+](=O)[O-]	49%[activator]	-1%	-1%	14	0%	-2%[11.6 µM]	8
Cc1cc2c(N=NC(=O)C3CC3c3ccccc3)c(O)[nH]c2cc1Br (configuration not stated)	0%	2%	1%	-15	?	4%	1
O=C(CS(=O)(=O)c1cn(Cc2ccc(F)cc2)c2ccccc12)N1CCCCC1	?	4%	1%	15	?	-5%	-1
CCc1ccccc1NC(=O)CN1CCN(C(=O)CCC(=O)N2CCC(c3ccccc3)=N2)CC1	?	/	-4%	/	?	0%	/
COc1ccc(/C=C/C(=O)O)cc1S(=O)(=O)N1CCC(Cc2ccccc2)CC1	-15%	4%	2%	-14	14%	-16%	9
O=C(Cn1ncc2c([nH]c3ccccc32)c1=O)N1CCN(c2ccc(F)cc2)CC1	12%	-6%	-3%	-8	34%[activator]	-8%	-5
COc1ccc(CCNC(=O)c2cnc3ccccc3n2)cc1	0%	0%	-3%	43	22%	-17%	14*

Complete entries from above. Screens in order: Pf growth 48h | LmPK inhibitor | Tb PYK inh | Shiga inhibitor | Pf growth 96h | AMA1 RON2 block | Cycloheximide cs
`O=C(Nc1ccnn1C1CCN(C(=O)c2cnsn2)CC1)c1cccc(F)c1` is entered as -5% | 2% | -6% | 16 | ? | -3% | 18*
`COc1ccc(CCNC(=O)c2cnc3ccccc3n2)cc1` is entered as 0% | 0% | -3% | 43 | 22% | -17% | 14*
`O=C(CS(=O)(=O)c1cn(Cc2ccc(F)cc2)c2ccccc12)N1CCCCC1` is entered as ? | 4% | 1% | 15 | ? | -5% | -1
`Cc1cc2c(N=NC(=O)C3CC3c3ccccc3)c(O)[nH]c2cc1Br` (configuration not stated) is entered as 0% | 2% | 1% | -15 | ? | 4% | 1
`CC(C)c1ccc(NC(=O)CSc2nc3ccccc3nc2N2CCCC2)cc1` is entered as ? | -3% | -2% | 16* | -1% | 33%[activator] | 11

Three entries from above, ordered by formula weight, rising:
SMILES	Pf growth 48h	LmPK inhibitor	Tb PYK inh	Shiga inhibitor	Pf growth 96h	AMA1 RON2 block	Cycloheximide cs
COc1ccc(CCNC(=O)c2cnc3ccccc3n2)cc1	0%	0%	-3%	43	22%	-17%	14*
COc1ccccc1CCC(=O)NNC(=O)c1ccc(Br)cc1	12%	-1%	-5%	7	29%	43%[activator]	12
O=C(Nc1ccnn1C1CCN(C(=O)c2cnsn2)CC1)c1cccc(F)c1	-5%	2%	-6%	16	?	-3%	18*

The list goes on:
SMILES	Pf growth 48h	LmPK inhibitor	Tb PYK inh	Shiga inhibitor	Pf growth 96h	AMA1 RON2 block	Cycloheximide cs
CCN(c1ccc(OC)cc1)S(=O)(=O)c1nnc(NC(=O)COc2ccccc2)s1	7%	6%	3%	-9	?	-3%	-5
CCn1nc(C)c([N+](=O)[O-])c1C(=O)NNC(=O)c1ccccc1Cl	20%	6%	-7%	-17	-1%	29%	-2
O=C(NCc1ccccc1Cl)NC(=O)c1csc([N+](=O)[O-])c1	-1%	3%	5%	-15	11%	16%	-2
CCCC(C(=O)NCC1CCCO1)N(Cc1ccco1)C(=O)CNS(=O)(=O)c1ccc(F)cc1 (configuration not stated)	-10%	-4%	?	-5	31%[activator]	-1%	1
COc1ccc(C2C(=O)N(CCc3ccccc3)CC(=O)N2C2CCCC2)cc1 (configuration not stated)	?	-1%	1%	-19	/	-2%	1
COc1ccc(C(=O)c2ccccc2)c(OCC(=O)NC2CC2)c1	0%	1%	0%	-22	?	31%[activator]	-2
CC(C)Oc1ccccc1C1Nc2ccccc2C(=O)N1c1ccc2c(c1)OCCO2 (configuration not stated)	6%	1%	-4%	71*	/	-5%	54*
COc1cccc(Cn2c(NCc3cccnc3)nc3c2c(=O)n(C)c(=O)n3C)c1	?	-3%	-4%	-20	?	25%	-2
O=C(Cn1c(C(=O)N2CCN(C3CCCCC3)CC2)cc2sccc21)c1ccccc1	?	1%	-1%	-18	-11%	-19%	-2
Cc1nc2ccc([N+](=O)[O-])cc2[nH]1	-4%	-1%	-17%	-2	18%	?	9
Cc1nc(Cl)sc1C(=O)Nc1ccccc1	1%	-7%	3%	21	?	-4%	11*
CCOCCc1nn2c(=O)cc(CSCC(=O)Nc3cc(C)cc(C)c3)nc2s1	2%	4%	0%	-2	-9%	-4%	-5
COc1ccc(CN2C(=O)CCC(C(=O)O)C2c2ccccc2)cc1 (configuration not stated)	15%	0%	-1%	-8	?	12%	0
O=C(OCCN1CCN(c2ncc(C(F)(F)F)cc2Cl)CC1)c1ccc(F)cc1	-7%	-2%	4%	-7	3%	-1%	8
COc1ccc2c(C)c(C(=O)NCC(C)O)oc2c1OC (configuration not stated)	23%	-1%	-6%	-13	6%	9%	1
Cc1noc(C)c1S(=O)(=O)N1CCC(Cc2ccccc2)CC1	-8%	1%	-7%	-2	1%	18%	-3
O=C(CC(NCCc1ccccc1)C(=O)O)Nc1ccc(O)cc1 (configuration not stated)	-5%	-2%	/	26	/	/	-2
COc1ccc(/C=N\NC(=O)CCN2CCN(c3ccccc3)CC2)cc1OC	-4%	1%	4%	-10	31%[activator]	-13%	-4
NC(=O)c1cc([N+](=O)[O-])cc([N+](=O)[O-])c1	?	/	4%&3%	/	?	3%	/
C=CCn1c(SCC(=O)NC2CCS(=O)(=O)C2)nnc1-c1ccncc1 (configuration not stated)	2.6µM*	1%	3%	-2	27%	12%	-5
COc1cccc(NC(=O)CN(c2cccc(OC)c2)S(C)(=O)=O)c1	0%	0%	-2%	-9	-22%	-17%	-1
Cc1cc(OCC(=O)Nc2sc3c(c2C#N)CC(C)(C)NC3(C)C)c(C(C)C)cc1Cl	13µM*	-1%	5%	-8	7.4µM*	-3%	-3
CCOP(=O)(C#Cc1ccccc1)C(O)c1ccc(Br)cc1 (configuration not stated)	-2%	-1%	1%	28	16%	24%	11
COc1ccc(C(=O)NC(=S)NCc2ccco2)cc1	14%	6%	-4%	44*	3%	-13%	22*
O=C(Nc1ccon1)c1cnc2sccn2c1=O	61%[activator]	0%	7%	14	34%[activator]	-21%	19
Nn1c(SCC(=O)NC2CCS(=O)(=O)C2)nc2scc(-c3ccccc3)c2c1=O (configuration not stated)	-8%	/	1%	/	-17%	101%[activator]	/
COC(=O)c1cccc(NC(=O)CN2CCOCC2)c1	34%[activator]	8%	-13%	4	10µM*	31%[activator]	8
CCOc1ccc(-c2nnc(NC(=O)C3CCCC3)o2)cc1	57%[activator]	8%	-3%	42*	68%[activator]	74%[activator]	35*
CN1CCN(c2nc(-c3ccccc3)cc(C(F)(F)F)n2)CC1	11%	0%	2%	-19	?	-6%	1
CCOC(=O)Nc1ccc2c(c1)ncn2C1CCCCC1	-22%	-3%	-1%	82*	-7%	-12%	27*
COc1cc(CO)ccc1Oc1nc2ccccc2n2cnnc12	9%	0%	-10%	29	3%	-6%	6
NS(=O)(=O)c1ccc(CCNS(=O)(=O)c2ccc(Cl)nc2)cc1	-11%	-9%	0%	-5	-8%	-9%	-1
Cc1nccc2c1[nH]c1ccccc12	6%	10%	-3%	6	28%	19%	-2
COc1ccccc1Nc1nc(N)nc(CSC(=S)N2CCOCC2)n1	21%	6%	-9%	68	14%	-9%	24*
O=C(OCCN1C(=O)c2ccccc2C1=O)C1CC(O)CN1S(=O)(=O)c1ccc(Cl)cc1 (configuration not stated)	16%	/	3%	/	-19%	18%	/
OC(COCC1COc2ccccc2O1)CN1CCc2ccccc2C1 (configuration not stated)	41%	0%	1%	-17	54%[activator]	9%	14
O=C(O)CCCCCN1C(=O)/C(=C\c2ccc(-c3ccc(Cl)cc3)o2)SC1=S	-7%	-7%	-3%	9	2%	-2%	6
O=C(NCCc1ccccc1)c1nc2ncccn2n1	/	8%	-7%	-9	1%	16%	-3
COc1cccc(C(=O)OC2CCCN(C)C2)c1 (configuration not stated)	18%	-2%	2%	-3	/	-4%	11
Cc1cc(/C=C(\C#N)C(=O)Nc2ccccc2F)c(C)[nH]1	178%[activator]	3%	0%	64*	-27%	11%	46*
CC1CCc2c(sc3ncnc(NS(=O)(=O)c4cccs4)c23)C1 (configuration not stated)	?	-9%	0%	-7	-8%	-8%	2
COCCSc1nnc(NC(=O)C2CC(=O)N(c3ccc(OC)cc3)C2)s1 (configuration not stated)	-13%	6%	1%	21	?	-2%	-3
CCCc1nc(SCC(=O)N2CCOCC2)c2c(C)c(C)sc2n1	-5%	7%	0%	-19	-1%	23%	1
O=C(NC(=O)c1ccc(Cl)c(Cl)c1)OC1CCS(=O)(=O)C1 (configuration not stated)	23%	-4%	3%	-7	?	1%	-1
Cc1ccc(-c2nn[nH]n2)cc1Cl	38%[activator]	-5%	2%	8	0%	3%	2
O=C(NNc1c(Cl)cccc1Cl)c1sccc1Cl	-5%	2%	-24%	-2	?	-12%	5
COC(=O)/C(C#N)=C1/C=Cc2ccccc2N1	71%[activator]	0%	-6%	68*	79%[activator]	-19%	34*
COc1ccccc1C1CC(c2ccc(C)cc2)Nc2ncnn21 (configuration not stated)	?	-1%	0%	-2	?	-3%	-3
O=C(/C=C/c1ccc(O)c(O)c1)c1ccc(S(=O)(=O)N2CCCCCC2)cc1	19%	4%	-3%	31	3%	-16%	-1

Compound activity as filed in PubChem.
